Compound activity deposited in PubChem by The Scripps Research Institute Molecular Screening Center.
MITF primary: blocks human microphthalmia-associated transcription factor; AlphaScreen MITF homodimerization, bead proximity signal; inhibition, % at 2.6 µM; O75030; actives 0.91% (n = 650,000); in the data active = inhibition above about 50%;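 also: 0% = vehicle wells with protein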
TEAD-YAP inh: TEAD-YAP interaction inhibition. actives 1.4% (n = 640,000). inhibition, % at 9.12 µM. HEK-TIYL cells, TEAD-Gal4/YAP UAS-luciferase luminescence. AID 1259422; in the data active = inhibition above about 32%;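 also: 0% = median of test compound wells and 100% = reference inhibitor wells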
GPR151 ag: activates the human receptor GPR151; Q8TDV0; PathHunter beta-arrestin GPR151 cells, luminescence; activation, % at 11.2 µM; actives 1% (n = 650,000); AID 1508602; in the data active = activation above about 4.9%;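 also: 0% = median of compound wells and 100% = cells with positive control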
Target sequence (Q8TDV0 whole entry, looked up): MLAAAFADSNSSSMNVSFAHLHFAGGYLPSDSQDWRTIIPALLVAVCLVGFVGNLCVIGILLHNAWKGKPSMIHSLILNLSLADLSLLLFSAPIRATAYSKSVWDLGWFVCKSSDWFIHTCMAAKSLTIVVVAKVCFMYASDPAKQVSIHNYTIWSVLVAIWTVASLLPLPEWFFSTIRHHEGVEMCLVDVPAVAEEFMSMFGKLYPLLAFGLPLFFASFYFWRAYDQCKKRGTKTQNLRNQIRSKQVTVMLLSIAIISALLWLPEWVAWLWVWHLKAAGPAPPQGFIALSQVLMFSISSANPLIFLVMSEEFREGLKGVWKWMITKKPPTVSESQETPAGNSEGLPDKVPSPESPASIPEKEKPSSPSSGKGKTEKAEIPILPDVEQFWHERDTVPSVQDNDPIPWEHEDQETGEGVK
FBW7 act: activators of human E3 ligase FBW7; AlphaScreen FBW7–phospho-cyclin E peptide binding, activator screen; Q969H0; normalized activity (activation), % at 26.1 µM; actives 0.13% (n = 650,000); in the data active = normalized activity above about 1.9%;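 also: purified mutant Fbw7 with reduced substrate affinity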
Target sequence (Q969H0 whole entry, looked up): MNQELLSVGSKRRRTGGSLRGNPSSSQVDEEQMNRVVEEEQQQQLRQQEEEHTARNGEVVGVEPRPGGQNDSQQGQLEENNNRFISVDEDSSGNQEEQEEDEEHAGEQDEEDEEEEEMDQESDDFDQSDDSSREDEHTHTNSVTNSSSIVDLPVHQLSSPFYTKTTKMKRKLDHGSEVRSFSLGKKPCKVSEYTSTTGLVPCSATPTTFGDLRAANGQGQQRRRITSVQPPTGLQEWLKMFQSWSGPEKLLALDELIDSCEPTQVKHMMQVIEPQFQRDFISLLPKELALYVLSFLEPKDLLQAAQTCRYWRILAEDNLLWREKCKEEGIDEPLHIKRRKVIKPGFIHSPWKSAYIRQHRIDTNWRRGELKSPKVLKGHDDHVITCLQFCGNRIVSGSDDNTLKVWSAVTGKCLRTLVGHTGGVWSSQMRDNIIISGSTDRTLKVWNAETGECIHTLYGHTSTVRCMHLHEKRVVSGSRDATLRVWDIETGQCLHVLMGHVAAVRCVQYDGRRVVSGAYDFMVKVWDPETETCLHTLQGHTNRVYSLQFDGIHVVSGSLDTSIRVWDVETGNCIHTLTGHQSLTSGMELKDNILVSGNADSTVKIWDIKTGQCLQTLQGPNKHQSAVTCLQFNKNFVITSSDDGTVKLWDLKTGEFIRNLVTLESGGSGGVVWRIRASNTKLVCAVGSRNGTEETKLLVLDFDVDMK
An asterisk follows results filed as active.

O=C(NC(c1ccccn1)c1cccs1)C1CCN(C(=O)OCc2ccccc2)CC1 (configuration not stated) was read as MITF primary -14.1, TEAD-YAP inh -6.6, GPR151 ag -0.2 and FBW7 act -0.5.
For COc1cc(C2c3c(oc4ccccc4c3=O)C(=O)N2CCN(C)C)cc(OC)c1OC (configuration not stated) the results were MITF primary 11.8, TEAD-YAP inh 8.8, GPR151 ag -0.1 and FBW7 act 0.0.
For Cc1cc(C)cc(NC(=O)CSc2nc3ccccc3c(=O)n2C)c1 the results were MITF primary 21.4, TEAD-YAP inh -0.2, GPR151 ag 0.3 and FBW7 act 0.1.
Screening COc1ccc(OCC2c3cc(OC)c(OC)cc3CCN2C(=O)c2ccc(OC(C)C)cc2)cc1 (configuration not stated) returned MITF primary 17.7, TEAD-YAP inh 10.9, GPR151 ag -1.8 and FBW7 act 0.2.
`CCCCOc1ccccc1/C=C1\NC(=S)NC1=O` gave MITF primary 0.7, TEAD-YAP inh -2.1, GPR151 ag 1.2 and FBW7 act -0.1.
For N#Cc1cc([N+](=O)[O-])ccc1NC(=O)CN1C(=O)c2ccccc2S1(=O)=O the results were MITF primary -0.3, TEAD-YAP inh 9.3, GPR151 ag -1.3 and FBW7 act -0.1.
CCc1ccc(-c2nc(SCC(=O)Nc3cccc(S(N)(=O)=O)c3)n[nH]2)cc1 was read as MITF primary 2.1, TEAD-YAP inh -31.7, GPR151 ag 0.4 and FBW7 act 0.0.
Screening Cc1ncc2c(c1CNC(=O)c1ccco1)CCN(Cc1ccc(C#CC(C)(C)O)cc1)C2 returned MITF primary 11.1, TEAD-YAP inh 5.6, GPR151 ag -1.6 and FBW7 act 0.2.
`CCOC(=O)c1c(NC(=O)CSc2cn(CCNC(=O)c3ccc(F)cc3)c3ccccc23)sc2c1CCCCC2` gave MITF primary -4.1, TEAD-YAP inh -10.2, GPR151 ag 0.0 and FBW7 act -0.1.
`Cc1ccccc1CN1CCNC(=O)C1CC(=O)NCCc1cccnc1` (configuration not stated) gave MITF primary 12.1, TEAD-YAP inh 2.6, GPR151 ag 0.2 and FBW7 act 0.2.
Screening Nc1c(C(=O)Nc2nccs2)sc2nc3c(c(-c4ccco4)c12)CCCC3 returned MITF primary -11.7, TEAD-YAP inh 3.2, GPR151 ag 3.1 and FBW7 act 0.3.
CC(C)n1cnc2c(NCc3cccnc3)nc(Nc3nccc4ccccc34)nc21 was read as MITF primary 6.4, TEAD-YAP inh 31.9*, GPR151 ag 0.5 and FBW7 act -0.1.
`Cc1nn(CC(=O)NCCCc2ccccc2)c(=O)c2cccn12` gave MITF primary -11.9, TEAD-YAP inh -5.0, GPR151 ag 0.1 and FBW7 act -0.1.
Screening CCOc1ccc(N2C(=O)CN=C2Nc2cccc(OC)c2)cc1 returned MITF primary 11.7, TEAD-YAP inh 1.7, GPR151 ag 0.8 and FBW7 act 0.1.
For Cc1cccc(C(=O)NNC(=O)c2ccccc2O)c1 the results were MITF primary 8.2, TEAD-YAP inh -42.0, GPR151 ag 0.5 and FBW7 act -0.1.
COc1ccc2nc3c(cc2c1)CN(CCc1ccccc1)C(=O)CO3 was read as MITF primary -4.1, TEAD-YAP inh -11.0, GPR151 ag -0.5 and FBW7 act 0.1.
N#C/C(=C\c1ccc(Br)cc1)c1nc(-c2cc3cc(Br)ccc3oc2=O)cs1 was read as MITF primary 2.5, TEAD-YAP inh -1.2, GPR151 ag 0.8 and FBW7 act 0.0.
Screening COC(=O)C(C)Sc1nnc(-c2ccncc2)o1 (configuration not stated) returned MITF primary 11.3, TEAD-YAP inh 3.7, GPR151 ag 1.0 and FBW7 act 0.0.
For CC(C)c1ccc(N2CC(C(=O)Nc3ccccc3C(F)(F)F)CC2=O)cc1 (configuration not stated) the results were MITF primary 8.6, TEAD-YAP inh 6.9, GPR151 ag -0.2 and FBW7 act 0.1.
Screening Cc1nc(SCC2(C)CC2(Cl)Cl)n[nH]1 (configuration not stated) returned MITF primary -1.9, TEAD-YAP inh -6.1, GPR151 ag -0.3 and FBW7 act 0.0.
For CC(C)(C)Nc1nc(OCC(F)(F)F)nc(OCC(F)(F)F)n1 the results were MITF primary 19.1, TEAD-YAP inh 3.0, GPR151 ag -0.1 and FBW7 act 0.8.
CSc1ncccc1C(=O)OCC(=O)Nc1ccc(C(N)=O)cc1 was read as MITF primary 1.2, TEAD-YAP inh -7.3, GPR151 ag 0.3 and FBW7 act -0.1.
`Cn1c(=O)n(C)c2cc(NS(=O)(=O)c3ccc4c(c3)CCCC4)ccc21` gave MITF primary 11.6, TEAD-YAP inh 22.1, GPR151 ag 0.3 and FBW7 act 0.0.
For Nc1nc(SCC(=O)NC(=O)Cc2ccccc2)n[nH]1 the results were MITF primary -14.8, TEAD-YAP inh 3.3, GPR151 ag -0.7 and FBW7 act -0.1.
`CCC(=O)N/N=C(\C)CC(=O)Nc1cc(Cl)ccc1OC` gave MITF primary -6.0, TEAD-YAP inh -14.4, GPR151 ag 0.2 and FBW7 act -0.1.
O=C(O)CN1C(=O)CCCc2ccccc21 was read as MITF primary -0.1, TEAD-YAP inh -0.7, GPR151 ag 1.0 and FBW7 act 0.6.
Screening COc1cc(/C=c2/sc3nc4c(C)c(C)ccc4n3c2=O)cc2sc(=O)oc12 returned MITF primary 6.9, TEAD-YAP inh 2.8, GPR151 ag 0.3 and FBW7 act -0.2.
`CNC(=O)c1nnc(-c2cccc(Cl)c2)o1` gave MITF primary 14.1, TEAD-YAP inh -12.4, GPR151 ag -1.6 and FBW7 act -0.1.
`Cc1ccc(SC(C)C(=O)Nc2c(C)n(C)n(-c3ccccc3)c2=O)cc1` (configuration not stated) gave MITF primary -7.4, TEAD-YAP inh 12.4, GPR151 ag 0.8 and FBW7 act 0.0.
O=C(CSc1ccccc1)NCC1Cc2cc(-c3cccnc3)ccc2O1 (configuration not stated) was read as MITF primary -6.5, TEAD-YAP inh -19.8, GPR151 ag 1.0 and FBW7 act -0.3.
Screening CC/C(Cc1ccccc1)=N\NC(=O)c1nc2nc(C)cc(C)n2n1 returned MITF primary 0.4, TEAD-YAP inh 3.8, GPR151 ag 0.1 and FBW7 act -0.1.
Screening CCC(CO)Nc1ccc2ncc(-c3ccc(Oc4ccccc4)cc3)n2n1 (configuration not stated) returned MITF primary -1.2, TEAD-YAP inh -1.8, GPR151 ag -1.1 and FBW7 act -0.5.
For O=C(c1ccc2c(=O)n(C3CCCCC3)c(SCc3cccc([N+](=O)[O-])c3)nc2c1)N1CCN(c2ccccc2)CC1 the results were MITF primary 0.6, TEAD-YAP inh -5.4, GPR151 ag 1.1 and FBW7 act -0.1.
Screening COc1cccc(C(=O)NCC(=O)OCC(=O)C(C)(C)C)c1 returned MITF primary 1.9, TEAD-YAP inh -2.6, GPR151 ag 0.3 and FBW7 act 0.1.
Screening CCOC(=O)CSc1nnc(NC(=O)c2ccccc2OC)s1 returned MITF primary -5.5, TEAD-YAP inh 7.9, GPR151 ag -0.6 and FBW7 act -0.1.
CC1=C(C(=O)OC(C)C)C(c2cccc(F)c2)n2ncnc2N1 (configuration not stated) was read as MITF primary 2.7, TEAD-YAP inh 5.8, GPR151 ag 0.4 and FBW7 act -0.1.
Screening COC(=O)c1cc(C(=O)NC23CC4CC(CC(C4)C2)C3)cc([N+](=O)[O-])c1 returned MITF primary -2.4, TEAD-YAP inh 2.4, GPR151 ag 2.9 and FBW7 act -0.1.
Screening N#Cc1cc2ccccc2nc1SCC(N)=O returned MITF primary 15.7, TEAD-YAP inh -22.5, GPR151 ag 0.6 and FBW7 act 0.1.
O=C1CN(c2nc3nonc3nc2N2CCCC2)CCN1C1CCCCC1 was read as MITF primary 0.1, TEAD-YAP inh 4.9, GPR151 ag -1.3 and FBW7 act 0.4.
`O=C(Nc1ccc(F)cc1)C1CCN(S(=O)(=O)c2ccc(Cl)cc2)CC1` gave MITF primary -1.3, TEAD-YAP inh -2.8, GPR151 ag -1.7 and FBW7 act -0.2.
`CCOCCCNc1ncnc2c1cnn2-c1ccc(F)cc1` gave MITF primary -4.5, TEAD-YAP inh 13.7, GPR151 ag -0.4 and FBW7 act 0.0.
COc1ccc(C(=O)NC2CC2)cc1OC1CCN(C(C)Cc2ncccc2C)CC1 (configuration not stated) was read as MITF primary 3.3, TEAD-YAP inh -3.1, GPR151 ag -0.4 and FBW7 act 0.0.
`O=C(/C=C/c1ccc2c(c1)OCO2)Nn1cnnc1` gave MITF primary -0.7, TEAD-YAP inh 5.0, GPR151 ag -1.3 and FBW7 act 0.1.
`O=Cc1cccc(OCc2ccc(F)cc2)c1` gave MITF primary 14.3, TEAD-YAP inh -23.2, GPR151 ag -3.2 and FBW7 act 0.9.
For COc1ccc(Br)cc1S(=O)(=O)NCc1ccccn1 the results were MITF primary 17.0, TEAD-YAP inh -7.3, GPR151 ag 0.0 and FBW7 act 0.4.
COc1cccc(Nc2cc(N3CCN(c4ncccn4)CC3)c3noc4c3c2C(=O)c2ccccc2-4)c1 was read as MITF primary 22.0, TEAD-YAP inh 4.8, GPR151 ag -1.5 and FBW7 act 0.4.
`Cc1ccsc1CN1CCc2nnc(CNC(=O)C3CCCN(C)C3)n2CC1` (configuration not stated) gave MITF primary 7.7, TEAD-YAP inh 15.8, GPR151 ag -1.0 and FBW7 act 0.1.
O=C1N/C(=C/c2ccc(N3CCCC3)cc2)C(=O)N1Cc1ccc(Br)cc1 was read as MITF primary -18.6, TEAD-YAP inh -9.8, GPR151 ag 2.2 and FBW7 act 0.0.
`O=C(NCCN1CCOCC1)c1cc2nc(-c3ccc(Cl)c(Cl)c3)cc(C(F)(F)F)n2n1` gave MITF primary 5.0, TEAD-YAP inh 16.4, GPR151 ag 0.7 and FBW7 act 1.1.
COC(=O)c1sc(NS(=O)(=O)c2cccc3nsnc23)c(C(=O)OC)c1C was read as MITF primary 8.7, TEAD-YAP inh 3.3, GPR151 ag -0.3 and FBW7 act 0.0.
Screening CC(C)(CO)NC(=O)C1CC(c2ccc(Cl)cc2)=NO1 (configuration not stated) returned MITF primary -4.3, TEAD-YAP inh -6.5, GPR151 ag 0.7 and FBW7 act -0.2.
`CCOC(=O)c1c(NC(=O)c2ccc(S(=O)(=O)N(CCOC)CCOC)cc2)sc2c1CCN(CC)C2` gave MITF primary -3.2, TEAD-YAP inh 4.0, GPR151 ag -0.2 and FBW7 act 0.3.
`COc1ccc(N(CC(=O)Nc2cccc([N+](=O)[O-])c2)S(C)(=O)=O)cc1Cl` gave MITF primary -24.5, TEAD-YAP inh 20.9, GPR151 ag -2.1 and FBW7 act -0.1.
NC(=O)C1(N2CCCCC2)CCN(C(=O)Nc2cccc(F)c2)CC1 was read as MITF primary 11.8, TEAD-YAP inh -2.5, GPR151 ag 2.6 and FBW7 act 0.0.
For CCN(CC)C(=O)C1CCCN(Cc2cc(OC)c(OC)c(OC)c2)C1 (configuration not stated) the results were MITF primary 17.8, TEAD-YAP inh 1.6, GPR151 ag 1.0 and FBW7 act 0.0.
For CC1CCC2C(=O)N(c3cc(Cl)ccc3O)C(=O)C2C1 (configuration not stated) the results were MITF primary 7.8, TEAD-YAP inh 2.9, GPR151 ag 0.5 and FBW7 act 0.0.
`Cc1oc(-c2ccccc2F)nc1CN1CCCC(C(=O)NC2CCCCC2)C1` (configuration not stated) gave MITF primary 5.0, TEAD-YAP inh 10.1, GPR151 ag 0.1 and FBW7 act -0.1.
CC1=NN(C(N)=S)C(=O)C1N=Nc1ccc(Cl)cc1 (configuration not stated) was read as MITF primary 8.1, TEAD-YAP inh -56.5, GPR151 ag -2.3 and FBW7 act -0.1.
For Cc1ccc(C)c(NC2=NC3CS(=O)(=O)CC3S2)c1 (configuration not stated) the results were MITF primary -6.9, TEAD-YAP inh 4.4, GPR151 ag -0.3 and FBW7 act 0.2.
OCCNc1cc(N2CCC(N3CCOCC3)CC2)ncn1 was read as MITF primary 5.7, TEAD-YAP inh 2.9, GPR151 ag 0.2 and FBW7 act 0.2.

A portion taken from the entries so far, for reference:
O=C(NC(c1ccccn1)c1cccs1)C1CCN(C(=O)OCc2ccccc2)CC1 (configuration not stated) was read as MITF primary -14.1, TEAD-YAP inh -6.6, GPR151 ag -0.2 and FBW7 act -0.5.
For COc1cc(C2c3c(oc4ccccc4c3=O)C(=O)N2CCN(C)C)cc(OC)c1OC (configuration not stated) the results were MITF primary 11.8, TEAD-YAP inh 8.8, GPR151 ag -0.1 and FBW7 act 0.0.
For Cc1cc(C)cc(NC(=O)CSc2nc3ccccc3c(=O)n2C)c1 the results were MITF primary 21.4, TEAD-YAP inh -0.2, GPR151 ag 0.3 and FBW7 act 0.1.
Screening COc1ccc(OCC2c3cc(OC)c(OC)cc3CCN2C(=O)c2ccc(OC(C)C)cc2)cc1 (configuration not stated) returned MITF primary 17.7, TEAD-YAP inh 10.9, GPR151 ag -1.8 and FBW7 act 0.2.
`CCCCOc1ccccc1/C=C1\NC(=S)NC1=O` gave MITF primary 0.7, TEAD-YAP inh -2.1, GPR151 ag 1.2 and FBW7 act -0.1.

Other records
`COC(=O)c1ccc2c(=O)[nH]c3c(C(=O)NCC4CCCO4)sc(=S)n3c2c1` (configuration not stated) gave MITF primary -9.4, TEAD-YAP inh -3.6, GPR151 ag -0.2 and FBW7 act -0.1.
For Oc1ccc(Cl)cc1C1=Nc2ccccc2N=C(c2cccc(Br)c2)C1 the results were MITF primary 7.1, TEAD-YAP inh -80.5, GPR151 ag -0.3 and FBW7 act 0.0.
Screening CCOc1ccc2nc(NC(=O)CSc3nc(SC)ns3)sc2c1 returned MITF primary 18.1, TEAD-YAP inh -22.4, GPR151 ag 2.1 and FBW7 act 0.1.
Screening CCOc1ccccc1C(=O)Nc1ccc(Cl)cc1 returned MITF primary 7.8, TEAD-YAP inh -4.5, GPR151 ag -0.3 and FBW7 act 0.1.

The order is random; about 3.5% have a hit in one of these screens.
